USP2a inh: qHTS Assay for Inhibitors of Ubiquitin-specific Protease USP2a Using CHOP2 as the Reporter. hit rate 0.01% among 330,000. Ubiquitin carboxyl-terminal hydrolase 2 (Homo sapiens), O75604. AID 463254, 2010. USP2 core, Ub-CHOP2 coupled fluorogenic reporter, 485/531. Potency, µM (doses to about 38.3 µM), for the others: at the highest dose activity change, negative = inhibition, usual class: inhibitors;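 also: potency is read from the fitted curve at half-maximal effect; plate controls were DMSO wells for no effect and full inhibition by NEM control for full effect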
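Cell-free coupled assay: 10nM USP2 core preincubated 30min RT with compound in Tris-HCl pH 8.0/CaCl2/CHAPS buffer, then 25nM Ub-CHOP2 and 25nM reporter substrate; fluorescence (Ex 485/Em 531) read after 60min RT, normalized to NEM inhibition, concentration-response curves fitted.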
Giardia killer: Small Molecules that selectively kill Giardia lamblia: qHTS | Giardia lamblia trophozoite viability | activity change, % at 7.66 µM, hits read low | hit rate 0.15% among 340,000; in the data active = activity change below about -80%; inconclusive = between about -30% and that limit;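 also: parasites exposed to compound for two days anaerobically before the ATP read; % is scaled to controls: 0 for no effect and ±100 for the full control effect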
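ATP-content bioluminescence gauges trophozoite survival. Cells (100/well) receive compound and incubate anaerobically for 48 hrs at 37 deg C; detection reagent follows for 15-30 min at room temperature.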
GALK inh: qHTS Assay for Inhibitors of Human Galactokinase (GALK) | Potency, µM (highest dose often 57.5 µM), for the others: at the highest dose activity change, negative = inhibition, most hits filed as inhibitors | AID 1868, 2009 | Purified GALK, Kinase-Glo residual ATP luminescence | P51570 | hit rate 0.007% among 270,000; also: potency is read from the fitted curve at half-maximal effect; % is scaled to controls: 0 for no effect and ±100 for the full control effect
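Luminescence from leftover ATP (Ultra-Glo luciferase/luciferin) served as read-out after a 1 h room-temperature reaction of 5 nM GALK with 35 uM ATP and 100 uM galactose.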
TRPV1 agonist: HTS Assay for Compounds that Act as Agonists of the Vanilloid Receptor 1 | Transient receptor potential cation channel subfamily V member 1 (Homo sapiens), Q8NER1 | TRPV1-expressing cells, Fluo-8 calcium influx, agonist mode | activation, % at 8.33 µM | hit rate 0.19% among 320,000; in the data active = activation above about 80%; inconclusive = between about 30% and that limit; also: 0% is about no effect
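Fluo-8 calcium influx in TRPV1-expressing cells, kinetic read (ex 480/em 520 nm). Compound added and read 3 min for agonist activity, followed by capsaicin at EC20 final and 2 min further read for enhancement.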
Coupling enz: qHTS Assay for Inhibitors of Fructose-1,6-bisphosphate Aldolase from Giardia Lamblia: Coupling assay counterscreen; coupling enzyme system counterscreen, AmpLite Red fluorescence; activity change, negative = inhibition, % at 58.2 µM, hits read low; hit rate 0.67% among 290,000; in the data active = activity change below about -30%; also: % is scaled to controls: 0 for no effect and ±100 for the full control effect
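Final compound at 57.5 uM, incubated 10 min at RT with coupling enzyme reagent (glyceraldehyde-3-phosphate), then 20 min with substrate and AmpLite Red detection. Fluorescence read at 525/598 nm; tests interference with the coupling assay, not aldolase inhibition.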
KCNH2 3.1 inh: qHTS for Inhibitors of KCHN2 3.1: Mutant qHTS; Potassium voltage-gated channel subfamily H member 2, brain isoform KCNH2 3.1 (human); U2OS KCNH2 3.1, thallium flux FluxOr; hits give low values; activity change, % (tested at about 1.8 µM); hit rate 0.95% among 340,000; AID 720553, 2013;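 active = maximum activity change below -70%; inconclusive = maximum activity change from -70% to -50%; inactive = maximum activity change above -50%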;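 also: thallium influx rate constant from kinetic fluorescence after stimulation buffer; % is scaled to controls: 0 for no effect and ±100 for the full control effect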
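FluxOr-based Tl+ influx in U2OS cells transduced with KCNH2 3.1 virus; rate constants normalized to DMSO controls.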
B2AR arrestin: qHTS assay of beta-arrestin-biased ligands of beta2-adrenergic receptor | beta-arrestin recruitment to beta2AR, cell-based reporter | Potency, µM (doses to about 46.1 µM), without a hit: at the highest dose activation, actives largely listed as activators | hit rate 0.02% among 330,000 | AID 492947, 2010;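 also: potency is read from the fitted curve at half-maximal effect; 0% = DMSO controls and full agonism = EC100 isoproterenol or metaproterenol; nearly all actives have a fitted effect of over 65% in size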
PKM2 activator: qHTS Assay for Activators of Human Muscle isoform 2 Pyruvate Kinase; purified PKM2, Kinase-Glo ATP luminescence, activation; response scale: 0% is enzyme alone, no compound; hit rate 0.34% among 260,000; Potency, µM (series often up to 57.5 µM), without a hit: at the highest dose activation, most hits filed as activators; also: potency is read from the fitted curve at half-maximal effect; % is scaled to controls: 0 for no effect and ±100 for the full control effect; nearly all actives have a fitted effect of over 55% in size
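ATP formation by purified human PK-M2, quantified via coupled luciferase luminescence after 1 h at room temperature with 0.1 mM ADP and 0.5 mM PEP final.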
KCNH2 WT inh: qHTS for Inhibitors of KCHN2 3.1: Wildtype qHTS; Voltage-gated inwardly rectifying potassium channel KCNH2 (Homo sapiens), Q12809; U2OS, BacMam KCNH2, thallium flux FluxOr; hits give low values; activity change, % at 1.84 µM; hit rate 0.37% among 340,000;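 active = maximum activity change below -70%; inconclusive = maximum activity change between -70% and -50%; inactive = maximum activity change above -50%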; also: % is scaled to controls: 0 for no effect and ±100 for the full control effect
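U2OS cells transduced with wild-type KCNH2 virus are loaded with FluxOr dye for 45 min, and thallium flux is measured in kinetic reads before and after stimulation buffer. Rate constants are normalized to DMSO controls.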
MLL CXXC-DNA inh: qHTS Fluorescence Polarization Assay for Inhibitors of MLL CXXC domain - DNA interaction; Histone-lysine N-methyltransferase 2A (Homo sapiens), Q03164; MLL-CXXC / FITC-HOXA9 DNA fluorescence polarization; Potency, µM (highest dose often 115 µM), inactives show top-dose activity change, negative = inhibition, hits mostly inhibitors; hit rate 0.037% among 290,000; AID 2662, 2010; active = well fitted inhibition curve with a large enough effect in the polarisation, with a control signal flat, not every such curve was filed as active; inconclusive = small, poorly fitted or top-dose-only effect, or effect the other way, or a change in a side signal; inactive = no such curve, though single readings can be large or run the other way; the % refers to the polarisation; also: potency is read from the fitted curve at half-maximal effect
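Steps: dispense CXXC domain solution (7 uM) → pin compounds or unlabeled HOX-A9 DNA control → 5 min ambient → add FLSN-HOX-A9 solution (50 nM) → spin → 30 min ambient → fluorescence polarization. Tris pH 7.5/NaCl/DTT/BSA buffer.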
Menin MLL FP TR: qHTS Assay for Inhibitors Targeting the Menin-MLL Interaction in MLL Related Leukemias: Competition With Texas Red Labeled MLL-derived Mutant Peptide; O00255; Menin + Texas Red MLL mutant peptide, fluorescence polarization; Potency, µM (top dose mostly 61.6 µM), inactives show at the highest dose FP activity change, negative = inhibition, most hits filed as inhibitors; hit rate 0.23% among 270,000; AID 1768, 2009; active = well fitted inhibition curve with a large enough effect in the polarisation, with a control signal flat, not every such curve was filed as active; inconclusive = small, poorly fitted or top-dose-only effect, or effect the other way, or a change in a side signal; inactive = no such curve, though single readings can be large or run the other way; the % refers to the polarisation; also: potency is read from the fitted curve at half-maximal effect; % of control where 0% means no effect; many of its hits are not listed in these tables
The depositor's hits bear a star; i = inactive; ? = inconclusive; · = not tested or not shown; [ ] = another dose, or the depositor's remark. Unless noted, calls follow the shape of the dose curve; as a rule, active = well fitted curve in the direction sought with a large enough effect; inconclusive = small, poorly fitted or top-dose-only effect, or another doubt; inactive = no such curve, though single readings can be large; an effect the other way counts as inactive or inconclusive. These rows are one share of the data (hit frequency here may not be typical).

SMILES	USP2a inh	Giardia killer	GALK inh	TRPV1 agonist	Coupling enz	KCNH2 3.1 inh	B2AR arrestin	PKM2 activator	KCNH2 WT inh	MLL CXXC-DNA inh	Menin MLL FP TR
COc1ccc(CN2CCCC(C(=O)c3ccc(Cl)cc3)C2)cc1Cn1cccn1 (stereo unspecified)	11%	3	1%	7	4	-96*	?	9%	-106*	2%	?
NC(=O)C1CCN(C(=S)c2cccs2)CC1	-1%	22	-1%	-1	3	-3	0.2%	1%	13	3%	6%
O=C(O)Cn1cc(C(=O)c2cccs2)c2ccccc21	-1%	2	-3%	-1	9	-11	-0.1%	4%	-4	-6%	3%
CCOc1ccc(S(=O)(=O)NCCC(=O)NC2=NCCS2)cc1	6%	9	4%	-2	0	24	5.0%	2%	1	-4%	1%
COC(=O)CCCC(=O)Nc1c(F)c(F)c(F)c(F)c1F	-3%	13	0%	3	3	3	-0.8%	4%	4	-4%	31%[activator]
CCN(CC)CCOC(=O)c1ccc(Cl)cc1	8%	-8	1%	-9	-1	-12	-0.7%	-1%	9	2%	-1%
CC(C)C(=O)Nc1ccc(NC(=O)c2ccccc2Cl)nc1	4%	-13	-1%	0	-1	-13	0.5%	2%	0	0%	-5%
O=C1C2CC=CCC2C(=O)N1CC(=O)N(Cc1ccccc1)C1CCS(=O)(=O)C1 (stereo unspecified)	0%	-1	3%	-3	4	-21	-0.2%	-1%	-10	7%	-5%
c1cncc(-c2nc3c(ccc4ccccc43)[nH]2)c1	-1%	3	-3%	?	-11	?	0.1%	-1%	27	4%	?
O=C(CSC(=S)N1CCSCC1)c1ccc(Cl)cc1	0%	2	-2%	?	1	-11	-0.2%	-10%	10	-1%	-7%
CCOC(=O)Cc1nnc(NC(=O)C(CC)Sc2nnc3c4ccccc4n(C)c3n2)s1 (stereo unspecified)	2%	32[activator]	-4%	-1	1	-9	0.3%	3%	5	5%	-1%
O=C(NCC1CCCO1)c1ccc(NC(=O)C2C3C=CC(C3)C2C(=O)O)cc1 (stereo unspecified)	-6%	-11	-1%	-2	1	-9	-1.2%	0%	-7	-6%	15%
CCCOc1ccc(C(=O)O)cc1	2%	-1	-4%	4	0	14	0.0%	1%	-1	5%	·
C=C(C)CN=C1NN=C(c2cc(C)n(-c3ccc(C)cc3)c2C)CS1	1%	-12	1%	-1	-1	-12	-1.6%	-5%	-1	12%	-6%
COC(=O)C1=CC(C(=O)c2cccs2)=NN(c2ccc(OC)cc2)C1C(=O)OC (stereo unspecified)	-6%	-19	·	12	0	-7	-0.6%	-4%	i	5%	-13%
Cc1cc(NC(=O)CSc2nc3c(C)c(C)ccc3cc2C)no1	5%	-1	2%	-2	4	2	-0.3%	4%	-8	-3%	?
O=c1[nH]c(-c2ccccn2)nc(C(F)(F)F)c1Br	8%	1	-1%	3	1	14	-0.6%	-1%	-5	?	14%
O=C(Cn1cnc2c(cnn2-c2ccccc2)c1=O)N1CCCc2ccccc21	-2%	0	1%	17	2	-1	0.4%	-1%	-5	3%	15%
O=C(CNC(=O)c1ccc(Cl)cc1)c1ccc(Cl)cc1	6%	-4	-1%	?	1	-11	0.4%	·	-1	-4%	-1%
CCc1ccc(OCC(=O)N(Cc2cccs2)C2CCS(=O)(=O)C2)cc1 (stereo unspecified)	1%	17	·	-2	3	-16	-0.7%	-1%	-2	·	0%
Cn1c(CO)cnc1SCc1ccccc1	1%	0	-3%	-1	0	2	0.2%	1%	12	-7%	-9%
O=C(N/N=C\c1ccc(OCC(=O)N2CCCC2)cc1)C(=O)Nc1ccccc1F	-9%	-16	0%	2	5	-23	-1.3%	-4%	8	10%	-3%
O=C(NC1CCCCCC1)c1ccc(-n2cnnc2)cc1	1%	1	-8%	0	1	20	0.2%	-1%	0	?	9%
N#CCCCn1c(O)c(N=NC(=O)C(O)c2ccccc2)c2ccccc21 (stereo unspecified)	-2%	1	-1%	6	-4	2	-0.1%	25%	1	5%	·
Cc1cccc(CSC(Nc2ccc(F)cc2)=C(C#N)C#N)c1	1%	-14	-3%	22	3	-8	-0.5%	4%	-9	-2%	15%
Later entries.
SMILES	USP2a inh	Giardia killer	GALK inh	TRPV1 agonist	Coupling enz	KCNH2 3.1 inh	B2AR arrestin	PKM2 activator	KCNH2 WT inh	MLL CXXC-DNA inh	Menin MLL FP TR
CC(C)(C)c1cc(C(=O)Nc2cccc3ccccc23)ccn1	-8%	3	-1%	1	-2	1	-0.9%	-10%	0	-6%	11%
COCCC(=O)N1CCC(Oc2ccc(C(=O)NCc3cccc(C)n3)cc2)CC1	0%	31[activator]	2%	-2	·	7	-0.2%	-7%	-11	-7%	·
CCOc1ccc2nc(SCC(=O)NCC3CCCO3)c(C#N)cc2c1 (stereo unspecified)	1%	-11	-2%	-1	0	3	-0.6%	·	3	-3%	·
C/C(=N\NC(=O)c1nc(C)cc(C)n1)c1ccccc1	1%	-9	0%	2	1	-5	-0.3%	2%	-9	0%	·
O=C(Nc1ccccc1F)C1CCCN(S(=O)(=O)c2ccccc2)C1 (stereo unspecified)	1%	6	3%	2	-1	-14	0.1%	8%	0	-15%	-18%
CSc1nc(=S)n(-c2ccc([N+](=O)[O-])cc2)c(C)c1C(C)=O	0%	-4	0%	-2	-2	14	0.5%	1%	-1	-4%	-11%
Cc1ccc(C(=O)OCC(=O)NC2CC2)cc1S(=O)(=O)N1CCOCC1	0%	?	·	-2	·	-1	0.3%	·	-3	·	·
CN(CC(=O)Nc1cc([N+](=O)[O-])ccc1Cl)Cc1ccc(Br)cc1	3%	0	0%	1	1	8	-0.4%	12%	0	43%[activator]	-27%
Cc1ccccc1N1CCN(Cc2nc(Cc3ccccc3F)no2)CC1	-5%	9	4%	23	-3	-5	-0.2%	-1%	-1	9%	·
COc1cc(NS(=O)(=O)c2ccc3[nH]c(=O)[nH]c3c2)cc(OC)c1	0%	-7	2%	-5	3	15	0.2%	8%	2	1%	16%
Cc1ccc2c(CC(=O)OCc3nc(N)nc(Nc4ccccc4C)n3)coc2c1	-2%	-3	-2%	2	-6	-4	-0.4%	-2%	-3	3%	19%
O=C(CNC(=O)c1cccc(F)c1)OCC(=O)N1CCN(C(=O)c2ccco2)CC1	2%	-2	2%	-2	2	14	5.6%	-11%	2	-28%	·
C[C@H](NC(=O)Nc1ccc2c(c1)OCCO2)C(=O)O	-2%	-1	5%	-1	4	-2	-0.1%	-3%	12	-1%	15%
COc1ccc(CCCc2nnc(SCC(=O)NN)o2)c(C)c1	2%	-3	-2%	0	1	-10	-0.7%	·	14	-6%	?
CCOC(=O)c1cc(NC(=O)c2ccccc2)c(=O)oc1C(F)(F)F	1%	19	-2%	3	3	1	-0.1%	-5%	1	9%	14%
Cn1c(NN)nc2sc3c(c2c1=O)CCC3	-1%	2	-1%	0	-3	-1	-0.2%	-1%	-4	?	2%
CCOc1ccc(NC(=O)c2cc(S(=O)(=O)N3CCOCC3)cs2)cc1	1%	15	2%	?	0	25	-0.9%	-1%	-9	-2%	32%[activator]
CCSc1sccc1C1C(C#N)=C(N)N(c2cccnc2)C2=C1C(=O)CCC2 (stereo unspecified)	-2%	0	3%	1	-10	1	-0.3%	17%	-4	0%	0%
COCCn1c(CCC(=O)O)nc2c1c(=O)[nH]c(=O)n2CC(C)C	-1%	2	2%	-2	1	13	0.1%	-6%	-1	-3%	6%
CCOC(=O)CCc1c(C)c(C#N)c2nc3ccccc3n2c1-n1ccnc1C	2%	21	5%	1	1	-18	-0.3%	-2%	0	-1%	-6%
C/C(=N\NC(=S)Nc1cc(S(=O)(=O)N2CCOCC2)ccc1Cl)c1ccc(N2CCOCC2)cc1	-6%	-5	·	2	2	-6	-0.2%	28%	8	25%	·
CCCOc1ccc(C(=O)C(CN2CCCC2)c2ccccc2)cc1 (stereo unspecified)	-1%	-12	·	11	3	-17	-1.1%	-2%	0	1%	12%
